All columns: NCI-60 one-dose screen, growth in % after 48 h at 10 µM unless noted; 100 = growth as untreated, 0 = no growth, -100 = all killed.
HT29 = HT29 colon cancer; 7.4% of 81,000 active
SNB-19 = SNB-19 CNS cancer cells. AID 1794751. 2.5% of 81,000 active
HCC-2998 = HCC-2998 colon cancer; 4.7% of 79,000 active
COLO 205 = COLO 205 colon cancer | 7.3% of 79,000 active
HCT-116 = HCT-116 colon cancer; 7.3% of 82,000 active; AID 1794798
HCT-15 = HCT-15 colon cancer. 5.2% of 82,000 active
SNB-75 = SNB-75 CNS cancer. 5% of 79,000 active
KM12 = KM12 colon cancer cells; 5% of 82,000 active
SW-620 = SW-620 colon cancer | 5.2% of 82,000 active | AID 1794795
* marks the source's active call; other numbers are inactive results; / = no result given; & = joins results of further samples. The calls were made as follows: active = growth percent below 10; inactive = the rest.

Start of the listing, in advance, 4 compounds:
nr	smiles	COLO 205	SW-620	KM12	HT29	HCC-2998	SNB-75	HCT-15	HCT-116	SNB-19
1	COc1ccc2c(c1)CC=C1[C@@H]2CC[C@]2(C)C(=O)/C(=N/O)C[C@@H]12	103.1	78.4	92.6	67.8	79.7	58.0	75.8	61.9	93.4
2	CN(C)CCS(=O)(=O)O	112.1	103.4	105.7	114.5	100.7	/	101.7	100.3	113.8
3	O=S1(=O)NCCCN1CCNc1nccc(-c2c(-c3cccc(O)c3)nc3sccn23)n1	32.6	88.0	101.9	56.2	107.7	37.9	95.5	31.0	118.8
4	O=S(=O)(Nc1ncccn1)c1ccc(-n2c(-c3ccccc3)nc(-c3ccccc3)c2-c2ccccc2)cc1	130.0	91.9	88.4	105.2	89.3	77.2	80.7	86.4	82.3

Results (from the top)
nr	smiles	COLO 205	SW-620	KM12	HT29	HCC-2998	SNB-75	HCT-15	HCT-116	SNB-19
1	COc1ccc2c(c1)CC=C1[C@@H]2CC[C@]2(C)C(=O)/C(=N/O)C[C@@H]12	103.1	78.4	92.6	67.8	79.7	58.0	75.8	61.9	93.4
2	CN(C)CCS(=O)(=O)O	112.1	103.4	105.7	114.5	100.7	/	101.7	100.3	113.8
3	O=S1(=O)NCCCN1CCNc1nccc(-c2c(-c3cccc(O)c3)nc3sccn23)n1	32.6	88.0	101.9	56.2	107.7	37.9	95.5	31.0	118.8
4	O=S(=O)(Nc1ncccn1)c1ccc(-n2c(-c3ccccc3)nc(-c3ccccc3)c2-c2ccccc2)cc1	130.0	91.9	88.4	105.2	89.3	77.2	80.7	86.4	82.3
5	O=C(/C=C/c1ccc2c(c1)OCO2)c1ccc(NC(=O)c2ccccc2CN2C(=O)c3ccccc3C2=O)cc1	116.3	103.6	84.9	115.4	133.3	100.2	85.3	82.6	92.0
6	Cn1c(N2CCN(Cc3ccccc3)CC2)nc(-c2ccco2)c(C#N)c1=O	110.4	111.5	107.0	107.3	111.7	104.6	102.5	93.4	98.1
7	Cc1cc(C)c2c(Cn3cc(COc4ccc5c(c4)NC(=O)CC5)nn3)cc(=O)oc2c1	103.0	98.9	101.6	97.5	111.5	88.2	90.2	96.0	69.2
8	C/C(CCC(=O)O)=N/Nc1ccc(S(=O)(=O)O)cc1	116.8	106.9	102.3	100.0	101.3	90.7	104.2	104.8	100.2
9	Cc1cc(C)nc(N)n1	118.8	110.3	107.3	108.3	118.9	84.7	111.8	104.1	99.0
10	CC(=O)c1ccncc1	144.1	107.9	105.1	112.8	116.9	108.1	109.0	105.1	105.6
11	Nc1ccccc1SC(CC(=O)c1ccccc1)c1c(Cl)cccc1Cl (centres undefined)	91.8	10.2	33.1	42.5	86.9	70.6	44.5	-29.7*	/
12	CCOC(=O)/C=C/c1c(C)[nH]c(=O)[nH]c1=O	92.6	56.7	93.4	31.4	106.7	110.1	21.3	53.0	93.4
13	O=C(O)CCc1nc2c(=O)[nH]c(SCC(=O)Nc3cccc(F)c3)nc2[nH]c1=O	116.5	101.9	103.3	108.9	95.8	89.5	95.4	96.5	99.8
14	Clc1cc(Cl)c(Cl)c(-c2nnc(SCc3ccncc3Br)o2)c1	109.8	96.5	96.2	102.5	58.6	84.4	111.6	88.8	102.2
15	Cc1[nH]c(=O)[nH]c(=O)c1/C=C/C(=O)O	103.8	109.0	109.3	101.2	110.7	82.2	100.4	101.4	108.3
16	O=c1ncc2c([nH]1)-c1cn(-c3ccccc3)cc1CC2	130.5	97.3	104.4	121.9	91.2	90.2	103.2	101.4	104.5
17	O=C(c1ccccn1)c1ccccn1	102.6	102.8	105.7	109.7	101.3	95.7	96.4	106.9	100.7
18	COC(=O)C1=C(C(=O)c2ccccc2)C(c2ccccc2)c2c(nc(C)[nH]c2=O)O1 (centres undefined)	114.4	107.7	101.0	115.8	106.3	101.7	102.3	102.9	109.0
19	COc1ccc(CN2C(=O)/C(=C\c3cc(OC)c(OC)c(OC)c3)c3ccccc32)cc1	/	-40.3*	-23.7*	0.2*	16.9	8.6*	-55.8*	-93.8*	60.3
20	CCC1=C[C@@](C)(C2CC(=O)N(c3ccccc3)C2=O)[C@H](CC)[C@@H]2C(=O)N(c3ccccc3)C(=O)[C@H]12 (some centres undefined)	105.5	104.5	94.2	90.3	100.8	87.5	82.9	92.6	99.4
21	COc1ccc2cc(-c3ccc(C(=O)N/N=C/c4ccc(OC)c(OC)c4)c(C)n3)ccc2c1	109.9	98.8	102.4	101.8	100.8	103.8	98.1	94.1	100.7
22	COc1ccc(C(=O)Nc2ccc(Cl)cc2)cc1	98.1	96.8	90.8	85.9	103.9	90.1	90.0	105.4	105.3
23	O=C(O)C(Cc1ccc(O)cc1)N1C(=O)/C(=C\c2ccc(-c3ccc(Cl)cc3)o2)SC1=S (centres undefined)	112.8	102.9	104.4	107.4	100.7	94.3	98.1	100.0	98.8
24	COc1ccc(-c2cc(C(=O)Nc3nc4ccc(Cl)cc4s3)nc3cc(-c4ccccc4)nn23)cc1	110.8	102.2	101.7	/	117.6	95.2	105.4	106.7	102.3
25	COc1cc(/C=C/C(=O)/C=C/c2cc(OC)c3c(c2OC)OCO3)c(OC)c2c1OCO2	13.3	17.8	37.0	68.5	106.5	33.4	31.9	2.6*	55.4
26	CC(C)NCC(O)COc1ccc(COCCOC(C)C)cc1 (centres undefined)	104.3	104.3	110.1	110.0	110.7	90.0	104.4	99.0	101.7
27	CN1C(=O)N(C)C2C1NN=c1s/c(=C\c3ccc(Br)cc3)c(=O)n12 (centres undefined)	0.8*	20.0	23.3	10.7	53.0	11.4	22.8	25.0	34.9
28	Cc1nc(NC(=S)Nc2ccc(F)cc2)sc1C(=O)NN	101.9	94.5	99.1	116.8	90.4	95.6	103.3	93.1	93.9
29	CCN(CC)c1ccc2cc(C(=O)NCCOCCOCCOCCn3cc(CCC(=O)Nc4ccc(C(=O)c5ccc(NC(=O)OC(C)(C)C)cc5)cc4)nn3)c(=O)oc2c1	38.2	82.1	36.6	77.9	96.8	94.6	72.7	36.3	75.7
30	CCOC(=O)c1nn(C)c(=S)n(C)c1=O	100.1	108.0	106.0	103.6	102.7	83.8	103.3	99.3	98.7
31	N#C/C(=C\NC(=S)N=Nc1c(O)[nH]c2ccccc12)c1nc2ccccc2s1	106.3	93.0	101.9	106.3	112.9	85.1	100.8	92.3	104.3
32	Cn1cc(-c2nnc(N)nc2-c2c[nH]c3ccccc23)c2cc(F)ccc21	113.2	60.7	71.6	68.0	93.5	65.8	48.0	65.7	84.6
33	CSc1nc(Nc2ccccc2)c2c(F)cccc2n1	81.2	94.8	96.5	85.1	116.3	92.4	89.3	91.4	95.1
34	CCOc1ccc2ccccc2c1	116.7	105.7	104.1	102.2	109.5	113.2	106.9	103.5	100.1
35	C=C1C[C@H]2[C@@H](N(C(c3ccccc3)c3ccccc3)C(=O)C(=O)N2c2cccc(C3(C)OCC(C)(C)CO3)c2)[C@@]1(CC)NC(=O)OCc1ccccc1	56.7	86.8	66.7	63.3	93.1	74.1	59.8	50.1	72.4
36	C[C@@]12CC[C@H]3[C@H](CNCCc4ccccc4F)C(=O)O[C@@H]3C13C=CC(=O)[C@]32C (some centres undefined)	118.5	107.7	/	102.8	119.2	74.7	95.2	104.2	92.8
37	CCOC(=O)c1c(C)[nH]c(C(C)=O)c1C	/	109.2	102.7	82.6	98.0	97.9	102.0	74.4	104.6
38	COc1cc2nc(Cl)nc(Nc3cccc(C(C)=O)c3)c2cc1OC	109.3	102.7	98.1	99.6	117.1	84.3	89.7	99.7	95.1
39	OCCN1CCCC1	111.0	101.5	104.5	107.7	100.7	97.0	97.1	93.2	/
40	O=CNCC(=O)O	109.1	97.4	101.2	115.9	96.6	95.9	100.3	107.9	104.8
41	N=C(c1cccs1)c1ccccc1Cc1ccccc1	104.1	97.3	98.6	92.9	113.4	82.4	96.5	88.2	88.2
42	Oc1ccc(Br)cc1/C=N/Nc1nc(-c2ccc(Br)cc2)cs1	105.2	91.3	92.4	106.8	96.1	74.5	95.5	99.2	94.0
43	Cc1ccc(N=C=C(c2ccccc2)c2ccccc2)cc1	113.9	35.8	95.0	97.6	101.2	78.1	67.6	15.9	85.2
44	CC(C)(C)Nc1c(-c2c3ccccc3cc3ccccc23)nc2ccccn12	/	67.3	61.4	55.3	86.0	64.0	79.7	46.2	74.1
45	Cc1nc2ccccc2c(/C=C/c2ccc(Cl)cc2)c1C(N)=O	118.5	102.2	97.8	117.9	102.9	91.0	108.5	93.4	101.1
46	CC(=O)OCCN1C=C(S(C)(=O)=O)C2=NCCCN2C1=O	106.9	106.5	103.1	101.0	102.2	81.7	101.4	105.6	98.2
47	O=C1/C(=C/c2ccccc2)CN(C(=O)c2cccnc2)C/C1=C\c1ccccc1	-29.5*	-54.4*	-40.1*	-34.0*	-83.5*	81.6	-5.4*	-87.6*	6.4*
48	CN1C(=O)N(C)C2NC(N/N=C/c3ccccc3)=NC21 (centres undefined)	105.9	102.2	107.7	111.5	103.4	76.3	103.1	95.6	102.1

Some of the entries so far, in transposed form.
#46 CC(=O)OCCN1C=C(S(C)(=O)=O)C2=NCCCN2C1=O
#42 Oc1ccc(Br)cc1/C=N/Nc1nc(-c2ccc(Br)cc2)cs1
#44 CC(C)(C)Nc1c(-c2c3ccccc3cc3ccccc23)nc2ccccn12
assay / compound	46	42	44
COLO 205	106.9	105.2	/
SW-620	106.5	91.3	67.3
KM12	103.1	92.4	61.4
HT29	101.0	106.8	55.3
HCC-2998	102.2	96.1	86.0
SNB-75	81.7	74.5	64.0
HCT-15	101.4	95.5	79.7
HCT-116	105.6	99.2	46.2
SNB-19	98.2	94.0	74.1

Other structures:
nr	smiles	COLO 205	SW-620	KM12	HT29	HCC-2998	SNB-75	HCT-15	HCT-116	SNB-19
49	CC(Nc1ccc2c(c1)C(=O)c1ccccc1C2=O)C(=O)Nc1ccc2c(c1)C(=O)c1ccccc1C2=O (centres undefined)	99.2	103.9	88.0	73.1	113.4	81.3	72.2	77.8	100.0
50	COc1cc(/C=N/Nc2nc3c([nH]2)c(=O)n(C)c(=O)n3C)ccc1O	125.7&118.8	109.6&104.6	79.4&67.6	110.3&97.7	124.2&101.7	88.0&86.9	105.0&105.4	108.4&100.4	107.5&112.1
51	Cc1ncc(-c2ccc(N)c(NC(=O)N3Cc4cn(C)nc4C3)n2)s1	108.1	102.9	97.2	97.6	91.9	92.0	105.8	92.5	94.8
52	Cc1ccc(S(=O)(=O)NCCc2ccccc2)cc1	107.9	102.1	110.3	99.0	95.5	97.0	102.8	105.5	93.3
53	C#CCOc1ccc(-c2csc(NC(=O)C=C)n2)cc1NS(=O)(=O)c1cccc2c(N(C)C)cccc12	67.6	10.3	63.1	12.6	78.4	1.1*	-9.3*	-72.2*	71.2
54	CC(=O)c1cc(C(=O)c2ccc(Br)cc2)n2ccc(C)cc12	101.9	94.8	92.6	91.4	107.8	/	77.1	91.5	92.2
55	Cn1cc2c(c1)-c1nc(Nc3ccccc3)ncc1CC2	76.7	52.1	11.9	79.9	50.7	75.7	45.9	35.4	69.4
56	C=CCn1c(SCC(=O)Nc2ccc(C(=O)/C=C/c3cc(OC)c(OC)c(OC)c3)cc2)nnc1-c1ccc(OC)c(OC)c1	110.5	106.4	84.9	86.6	106.5	85.8	88.6	37.3	104.3
57	N#Cc1c(-c2ccc(F)cc2)nc(N/N=C/c2ccc[nH]2)nc1N1CCOCC1	81.3	80.0	95.0	77.7	96.9	82.0	78.4	83.3	89.8
58	COc1ccc(CCn2c(C)nc3ccc(C)cc3c2=O)cc1OC	101.6	112.0	94.0	104.8	107.9	95.5	91.2	75.8	92.4
59	Nc1nc2c(N=Nc3ccc(Br)cc3)c(N)nn2cc1-c1nc2ccccc2s1	99.6	99.1	98.5	105.4	96.7	94.6	104.4	102.3	96.9
60	CN(C)CC1(C)COC(c2ccccc2)(c2ccccc2)OC1	104.9	101.5	100.2	103.4	100.6	98.6	97.4	99.2	101.7
61	NC(N)=NCCCCC(N)C(=O)O (centres undefined)	107.6	107.0	111.4	108.7	101.3	95.7	97.3	107.7	106.9
62	COc1ccc(-c2cc(-c3cccnc3)nc(SCC#N)c2C#N)cc1OC	108.4	102.0	92.9	110.8	97.7	90.0	105.9	91.0	109.9
63	Oc1ccccc1N=Cc1ccccc1Cl	100.5	117.6	87.9	96.3	98.4	87.6	81.2	88.3	103.1
64	Cc1cc2c(cc1C)Nc1sc(NC(=O)CN3CCOCC3)nc1C(=O)N2	106.7	111.3	98.3	92.2	102.2	97.1	101.6	104.1	93.7
65	O=C1NC(=O)C2(CCCC2)N1	117.3	98.8	100.0	105.8	104.3	86.7	109.1	95.1	101.5
66	CN1CCN(Cc2ccc(C(=O)Nc3cccc(C#Cc4cccc5[nH]nc(N)c45)c3)cc2C(F)(F)F)CC1	-87.0*	-38.3*	-68.8*	-50.3*	-93.6*	-82.5*	-93.9*	-90.4*	-89.7*
67	CCc1c(C(=O)NC)[nH]c(C)c1C(C)=O	99.3	101.7	102.3	96.9	99.1	84.6	96.4	98.3	97.4
68	Cc1csc(=NCc2cccnc2)n1C	104.2	112.1	101.9	101.8	130.8	88.0	101.4	108.7	96.5
69	O=C1CSC2=N/C(=C\c3ccc(Cl)cc3)C(=O)N12	109.4	102.5	100.4	108.8	103.6	93.5	95.5	95.4	110.2
70	Cn1c(=O)[nH]c(=O)c2nc(/C=C(\O)c3ccc(Br)cc3)c(=O)[nH]c21	104.7	107.6	106.1	115.9	105.1	85.8	105.3	102.5	98.7
71	O=C(O)CNC(=O)C1(NC(=O)OCc2ccccc2)CCCC1	111.1	109.2	106.1	99.4	106.2	77.4	108.1	98.9	100.6
72	COc1ccc(-c2nc3c(ncc4ccc(C)nc43)s2)cc1	91.5	107.3	87.7	88.4	91.6	91.2	94.8	103.3	96.7

Compound activity from PubChem.
